# High-throughput results from PubChem.
# bCat nuc transl: alters nuclear translocation of beta-catenin in HeLa cells; immunofluorescence imaging; nuclear translocation activity, % at 5 µM; hit rate 0.3% among 190,000; AID 1665;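 active = nuclear translocation activity above 50% at 5 µM, with a well cell count of 50 or more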;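 note: per-cell ratio of nuclear to cytoplasmic median beta-catenin stain intensity; plate controls were DMSO negative control for no effect and GSK-3 inhibitor IX positive control for full effect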
#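 System: HeLa cells, endogenous beta-catenin; compound dosing: 5 µM primary single dose, 0.1% DMSO, 0.02–20 µM confirmation series; incubation: 24 h compound exposure at 37°C, 5% CO2; signal: beta-catenin immunofluorescence imaging with DAPI; evaluation: % activation, nuclear-to-cytoplasmic median beta-catenin signal ratio per cell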
# Hep lipid drop: modulators of hepatic lipid droplet formation | hit rate 0.4% among 240,000 | AML12 mouse hepatocytes, oleate lipid droplets, BODIPY imaging | AID 1656 | inhibition, % at 6.5 µM;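 active = lipid droplet intensity inhibited by at least 50%, with more than 500 cells counted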
#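 material = mouse AML12 hepatocyte cell line, fixed after treatment | also added = 100 µM oleic acid challenge | doses = compound at 6.5 µM only | schedule = overnight exposure | technique = Image-based BODIPY and DAPI two-channel analysis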
# Autophagy mod: modulators of autophagy. MEF GFP-LC3 puncta imaging; test concentration mostly 10 µM. calls only at 10 µM (by protocol). hit rate 0.98% among 190,000. AID 463193;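 active = percentage of spot-positive cells more than 3 SD above its plate mean, without a fluorescence outlier flag or 80% toxicity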;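 note: spot-positive cell cutoff set from DMSO-treated cells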
# XIAP antagonists: XIAP antagonists, biochemical, IAP family, fluorescence polarization (AID 1018); hit rate 0.007% among 200,000; one-dose displacement, % at 20 µM; IC50 in µM for titrated hits; XIAP BIR domain, fluorescence polarization peptide displacement; higher % means a stronger effect; in the data active = displacement above about 50%; note: a part of the inactive calls stands beside numbers as strong as those of hits
# WT yeast gro inh: growth inhibition of WT yeast, mitochondrial fusion screen | hit rate 2.1% among 190,000 | mitochondrial fusion phenotypic screen, WT strain | inhibition, % at 10 µM; in the data active = inhibition above about 58%; tested in S. cerevisiae
# Ins promoter up: MIN6 insulin promoter up-regulation; MIN6 insulin promoter-GFP reporter, high-content imaging; stronger effect = higher value; z-score at 5 µM; hit rate 0.3% among 190,000;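 active = z-score above 3 at 5 µM with at least 500 cells counted in the well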
# CSM14.1 death rescue: protection against thapsigargin-triggered cell killing – 384-well, CSM14.1, ATP luminescence, primary screen (AID 1222); CSM14.1 thapsigargin-induced death rescue, ATP luminescence; higher % means a stronger effect; one-dose cellular ATP content (survival), % at 20 µM; EC50 in µM for titrated hits; 190,000 tested, under 10 active;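 active = EC50 below 50 µM in the dose-response confirmation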;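 note: death triggered by thapsigargin at about 15 µM added after 2 h compound pretreatment; cell ATP read after overnight thapsigargin exposure of roughly 18 to 22 hours; normalized against plate controls of thapsigargin alone and 5% DMSO vehicle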
# Dynein cargo inh: blocks dynein driven cargo transport along microtubules; z-score, hits read low; hit rate 0.47% among 220,000; 3617.4 mouse cells, GR-EGFP nuclear translocation imaging; test concentration mostly 20 µM; stimulated with dexamethasone, 1 µM; stronger effect = lower value;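 active = plate z-score of nuclear minus cytoplasmic receptor signal below a set negative limit, without overly bright fluorescence or cell loss, cut at about -3.5 in these data, passing the limit was not always enough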;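 note: z-score of nuclear minus cytoplasmic ring GR-EGFP intensity difference per well; some compounds called inactive have numbers as strong as hits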
#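 Buffer or medium – tet-free medium with charcoal-stripped serum · Signal – automated 10x imaging of fixed Hoechst-stained cells · Also added – dexamethasone agonist, 1.0 µM final, for 30 min · Incubation – induction 48 h, compound 1 h, agonist 30 min · Read-out – GR-EGFP nuclear translocation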
# MT stabilize HCS: microtubule stabilization, imaging screen. HeLa tubulin immunostaining HCS, 24 h; share of cells brighter than vehicle mean+2SD. % tubulin-high responders, % at 10 µM. hit rate 0.83% among 200,000. AID 2205;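 active = plate Z-score above 3 for both tubulin-high and condensed-nucleus cell shares, with cell loss under 80%, at 10 µM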;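 note: anti alpha tubulin signal scored within the nucleus-defined area of each cell; some results filed as inactive read as strong as hits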
# WT yeast gro inh mutant strain: recorded beside WT yeast gro inh, whose call it bears; inhibition, %; mitochondrial fusion phenotypic screen, mutant strain inhibition
# Dynein cargo inh cytoplasmic EGFP: also measured in Dynein cargo inh; calls as there; z-score; measured here: cytoplasmic GR-EGFP intensity; stronger effect = higher value
# Dynein cargo inh nuclear GR-EGFP: further read-out of Dynein cargo inh, marked with its call; z-score; measured here: nuclear GR-EGFP intensity;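 lower value marks the stronger effect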
# Dynein cargo inh cell count: recorded beside Dynein cargo inh, whose call it bears; z-score; measured here: cell count per field
# Ins promoter up cell count: second read-out of Ins promoter up, no call of its own (marks repeat the call); cell count; measured here: cytotoxicity, nuclei count;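 total cells summed across four imaged fields per well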
# Hep lipid drop cells 6.5 µM: second read-out of Hep lipid drop, no call of its own (marks repeat the call); cell count; measured here: cell count, cytotoxicity flag;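 cells counted across two imaged fields per well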
# bCat nuc transl cell count 5 µM: further read-out of bCat nuc transl, marked with its call; cell count; measured here: cell count, cytotoxicity flag
# MT stabilize HCS Hoechst-high %: also measured in MT stabilize HCS; calls as there; % Hoechst-high responders; measured here: nuclear condensation Hoechst responders;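 share of cells brighter than vehicle mean plus two SD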
# MT stabilize HCS cytotoxicity %: second read-out of MT stabilize HCS, no call of its own (marks repeat the call); toxicity, %; measured here: cytotoxicity by cell density;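 0% = mean cell density of plate MIN control wells and 100% = no cells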
# Autophagy mod cell loss 18 h: further read-out of Autophagy mod, marked with its call; toxicity, %; measured here: cell loss, nuclei count;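 cell loss after 18 h compound exposure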
# Active calls of the source: *; i = inactive; . = not tested or not shown.
# Every second line gives: bCat nuc transl	bCat nuc transl cell count 5 µM	Hep lipid drop	Hep lipid drop cells 6.5 µM	Autophagy mod	Autophagy mod cell loss 18 h	XIAP antagonists	WT yeast gro inh	WT yeast gro inh mutant strain	Ins promoter up	Ins promoter up cell count	CSM14.1 death rescue	Dynein cargo inh	Dynein cargo inh cytoplasmic EGFP	Dynein cargo inh nuclear GR-EGFP	Dynein cargo inh cell count	MT stabilize HCS	MT stabilize HCS Hoechst-high %	MT stabilize HCS cytotoxicity %
> COc1ccccc1OCC(=O)N(Cc1nc(-c2ccc(Cl)cc2)no1)C(C)C
  .	.	.	.	i	3	3.7%	27	13	-0.39	1022	1.4%	0.21	-0.23	0.41	0.076	9.0	3.1	10
> CC(C)n1c(=S)[nH]c2cc(Cl)ccc21
  -1.1	1315	13	692	.	.	.	.	.	-0.31	988	.	-0.00031	-0.21	0.51	-0.26	.	.	.
> O=C1N(c2ccc(Cl)c(Cl)c2)CN(Cc2ccccc2)CN1n1cnnc1
  -2.5	1192	5	752	i	15	-3.8%	4	2	-0.6	796	-1.7%	1.5	-0.21	1.6	-1.2	6.1	2.1	7.7
> COc1ccc(S(=O)(=O)Nc2ccc3c(c2)OCO3)cc1C
  .	.	-5	794	i	-3	-4.4%	8	-16	.	.	-0.5%	0.58	-0.29	0.37	-0.26	3.3	1.9	5.2
> CC(=O)OCCCn1c(C)[n+](C)c2cc(Cl)c(Cl)cc21
  -1.3	1041	0	684	i	-1	-6.3%	16	8	0.3	1367	-1.4%	1.8	-0.24	1.4	-1.1	1.7	1.2	0.6
> Nc1cc2c(cc1O)CCCC2
  0.3	1000	-2	696	i	12	-12%	22	22	-0.79	1395	2.1%	-0.079	-0.21	0.2	-0.34	1.9	1.0	1.1
> O=C(Cn1nnc(-c2ccccc2F)n1)Nc1ccc2c(c1)OCO2
  2.8	1171	.	.	i	6	-4.7%	11	12	-0.13	1174	-1.0%	-0.63	-0.28	-0.15	0.85	2.9	4.4	7.7
> CCOc1ccc(OCc2cccc(C(=O)N3CCCCCC3)c2)cc1
  8.6	855	-29	617	i	-32	-3.2%	30	3	-0.82	1524	0.6%	-0.77	-0.28	-0.31	0.4	2.1	1.5	7.6
> COc1cc(C(=O)OCC(=O)Nc2cc(C)on2)cc(OC)c1OC
  -1.3	1481	.	.	i	3	-1.0%	-14	7	-0.65	1558	1.7%	-0.017	-0.16	-0.66	-0.063	3.0	2.4	5.8
> CCOC(=O)C1C(=O)C=C(c2ccc([N+](=O)[O-])cc2)CC1c1ccccc1 (stereo not drawn)
  -2.2	1093	-31	647	i	-42	-2.6%	20	22	-0.57	1757	-0.8%	0.57	-0.17	0.9	0.014	2.1	1.3	13
> CCCCC(=O)NC1(C(F)(F)F)NC(=O)N(C)C1=O (stereo not drawn)
  1.2	1378	13	701	.	.	.	.	.	-1.3	1135	.	0.016	-0.78	0.2	0.1	.	.	.
> Cc1ccc(Cn2ccc(-c3cnc(-c4ccccc4)s3)n2)cc1
  .	.	7	738	i	3	-12%	-6	-22	1.1	868	-1.4%	-0.91	-0.022	-0.6	0.52	1.2	1.8	5.7
> Cc1ccc2c(Cl)c(C(=O)Nc3cccnc3)sc2c1
  -0.1	429	-3	653	i	-2	-4.0%	3	0	1.3	1297	-11%	0.086	-0.039	0.14	0.21	9.3	11	38
> O=c1c2ccccc2nc(-c2ccco2)n1/N=C/c1ccco1
  -2.1	786	.	.	i	-8	-4.1%	0	1	.	.	-0.1%	-0.88	-0.33	-0.12	0.065	5.5	2.9	1.4
> Clc1ccc(-n2cccc2CN2CCc3c([nH]c4ccccc34)C2c2ccccn2)nc1 (stereo not drawn)
  -0.4	877	-84	661	i	-26	-14%	49	54	-1.6	1287	1.2%	-0.36	-0.28	-0.37	0.75	2.2	2.6	10
> O=c1cc(N2CCOCC2)[nH]c(=O)n1C1CCCCC1
  -3.8	1017	.	.	i	10	-4.5%	7	14	0.9	1528	0.4%	3.6	-0.21	2.6	-1.9	4.6	2.4	3.3
> CC(C(=O)N(C)Cc1ccccc1)N1CCN(C/C=C/c2ccccc2)CC1 (stereo not drawn)
  -1.2	1173	-5	695	.	.	.	.	.	-0.79	1508	.	0.57	-0.21	0.14	-0.33	.	.	.
> CCCCNC(=O)CCN1N=C(c2ccccc2)CCC1=O
  -3.4	1103	0	673	i	1	-3.1%	-13	-15	0.33	1580	0.8%	0.61	-0.14	0.23	-0.6	1.4	1.4	6.0
> O=C(COC(=O)C1CCCCC1)Nc1ccccc1OC(F)F
  -4.3	1101	-11	656	i	1	-1.0%	2	-21	-0.07	1369	-0.9%	0.29	-0.13	0.25	0.034	2.2	2.0	4.4
> CCCCn1c(CN2CCN(c3ccccc3)CC2)nc2c1c(=O)n(C)c(=O)n2C
  3.7	1018	-11	687	.	.	-7.1%	12	5	-0.08	1330	-3.0%	-0.32	-0.14	-0.073	-0.24	3.1	2.0	5.5
> CCCC(=O)Nc1cccc(C(=O)Nc2nccs2)c1
  -6.4	851	.	.	i	-1	-9.3%	5	3	1.3	1063	-2.2%	2.6	0.085	1.5	-0.93	3.9	2.8	0.7
> COc1ccc(NS(=O)(=O)c2ccc(O)c(C(=O)OCC(=O)Nc3ccc4c(c3)OCCO4)c2)cc1
  -0.9	939	0	600	i	1	-8.5%	-14	-5	.	.	-3.9%	-0.97	-0.28	-0.78	2.4	3.0	2.4	6.0
> CSc1ccc(Cl)c(C(=O)NCC(C)C)c1
  .	.	2	783	i	-3	-1.5%	-28	0	0.18	1349	0.5%	-0.56	-0.28	-0.33	-0.85	2.1	3.0	3.9
> COc1ccc(CC(=O)N/N=C/c2c(C)n(C)c3ccccc23)cc1OC
  0.5	1279	-8	773	.	.	.	.	.	-0.49	1051	.	1.5	-0.15	0.73	-2.5	.	.	.
> CCN1C(=O)c2cccc3c(S(=O)(=O)Nc4ccccc4OC)ccc1c23
  -0.6	1359	.	.	i	7	-3.2%	33	27	-0.17	1127	-0.5%	-0.39	-0.33	-0.095	0.36	6.3	4.5	1.4
> COCCn1cnc2c(c1=O)c1nc3ccccc3nc1n2/N=C/c1ccco1
  -1.7	1353	23	659	.	.	.	.	.	0.36	1005	.	0.094	-0.25	0.56	-0.1	.	.	.
> CCC1(C)OC(=O)N2CCc3c(C)[nH]c4c(C)ccc(c34)C21C (stereo not drawn)
  -1.3	1086	1	604	.	.	-4.9%	11	-1	0.46	1839	.	0.062	-0.046	0.39	-0.73	3.7	1.8	3.8
> CNc1ccc(/C=C2\CSc3ccccc3C2=O)cc1[N+](=O)[O-]
  -2.7	1035	-18	649	i	8	-9.9%	-7	4	0.06	1665	2.0%	-4*	0.85*	-0.96*	0.94*	24	6.6	45
> COC(=O)C1=NN(C(=O)c2ccccc2)C(C)(O)C1 (stereo not drawn)
  -2.2	921	0	795	i	-4	-4.8%	-10	-10	.	.	0.8%	0.59	-0.29	0.69	0.13	1.6	1.0	6.0
> Cc1cc(NC(=O)CSc2nnc(-c3ccncc3)n2-c2ccc(F)cc2)no1
  0.3	1174	23	642	i	13	-8.7%	6	6	-0.47	1346	-13%	2.1	-0.23	1.5	-1.3	3.2	1.5	7.1
> CCOc1ccc(NC(=S)NCCCn2ccnc2)cc1
  1.1	1264	19	671	i	-5	-2.2%	-3	-20	-0.11	1353	0.2%	1.5	-0.077	1.8	-3.2	1.6	2.8	1.2
> CCc1cccc(OCCCCN(CC)CC)c1
  .	.	13	798	i	2	-3.4%	.	.	.	.	-1.2%	-0.56	-0.12	-0.098	0.76	1.2	1.4	12
> NC(=O)NOCc1ncc(C(F)(F)F)cc1Cl
  3.8	1075	-4	776	i	-6	-0.7%	-16	-10	-0.01	981	-2.7%	-0.67	-0.25	-0.2	1.5	2.4	1.0	10.0
> O=C(Cc1nnc(NC(=O)Nc2ccccc2)s1)NCc1ccccc1
  -2.1	1106	12	642	i	-4	-6.5%	-10	2	-0.02	1545	1.6%	-0.25	-0.27	-0.21	0.24	8.2	2.0	8.2
> CN(C)CCCOC(=O)c1ccccc1Cl
  .	.	5	765	i	-3	-2.1%	0	5	0.62	932	-0.5%	-0.33	-0.35	-0.41	0.54	0.7	1.4	12
> CCN1CCN(CC(O)COC(C)C)CC1 (stereo not drawn)
  .	.	.	.	i	24	0.5%	.	.	.	.	-2.2%	0.75	-0.17	0.66	-0.37	3.1	1.4	4.6
> O=C(COC(=O)c1cccs1)NCc1ccccc1
  -1.7	1112	.	.	i	14	-1.9%	-12	-3	1.4	1060	-1.3%	-0.75	-0.22	-0.3	0.57	0.7	1.7	5.1
> O=C1c2cccnc2C(Nc2ccc(S(=O)(=O)N3CCCCC3)cc2)N1Cc1ccccc1 (stereo not drawn)
  -0.4	1352	.	.	i	19	0.0%	29	16	-0.31	1546	-3.9%	-0.37	-0.25	-0.047	0.82	5.1	2.8	19
